# Bioassay records (PubChem BioAssay)
# EPAC2 agonist – activates human EPAC2 exchange factor; 0.079% of 360,000 active; EPAC2 activation, biochemical qHTS; response scale: 100% = 6.5 mM cAMP response; Potency, µM (top dose mostly 154 µM), for inactives: at the highest dose activation, actives largely listed as activators; Q8WZA2; AID 720711; also: potency is read from the fitted curve at half-maximal effect; nearly all actives have a fitted effect of over 50% in size
#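 EPAC2 (100 nM) mixed with Rap1B loaded with BODIPY-GDP (250 nM) plus 50 uM unlabeled GDP; compounds pinned in, 5 min RT, then read every 5 min for 30 min (ex 480, em 540 nm). Normalized to cAMP control.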
# EPAC1 antagonist – EPAC1 (human) antagonism | O95398 | EPAC1 GEF assay, Rap1b-BODIPY-GDP exchange fluorescence | Potency, µM (highest dose often 115 µM), for the others: at the top dose activity change, negative = inhibition, actives largely listed as inhibitors | 0.14% of 360,000 active;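 also: potency is read from the fitted curve at half-maximal effect; plate controls were vehicle for no effect and positive control for full effect; nearly all actives have a fitted effect of over 50% in size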
# EPAC1 ag – activates human EPAC1 exchange factor; O95398; EPAC1 agonist qHTS, biochemical assay; response scale: 100% = response to 6.5 mM cAMP; Potency, µM (series often up to 154 µM), inactives show at the highest dose activation, hits mostly activators; 0.073% of 360,000 active; AID 720707; also: potency is read from the fitted curve at half-maximal effect; nearly all actives have a fitted effect of over 60% in size
#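 Multi-concentration qHTS readout: loss of Rap1B-bound BODIPY-GDP fluorescence driven by 100 nM EPAC1 with excess GDP (50 uM), monitored kinetically at room temperature; agonist response expressed relative to 6.5 mM cAMP.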
# WRN helicase inh – inhibitors of human WRN helicase; Q14191; AID 651768; Potency, µM (top dose mostly 114 µM), for inactives: at the top dose activity change, negative = inhibition, actives largely listed as inhibitors; 0.46% of 360,000 active; WRN helicase unwinding, fluorescent forked duplex, kinetic; also: potency is read from the fitted curve at half-maximal effect; % is scaled to controls: 0 for no effect and ±100 for the full control effect; nearly all actives have a fitted effect of over 55% in size
#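 Screening of the MLSMR collection measured strand separation of a quenched forked DNA duplex (100 nM) by 20 nM WRN with 2 mM ATP, all final. Compounds were preincubated with enzyme 15 min at room temperature.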
# CCT chaperon mod – cytosolic chaperonin activity modulation; purified chaperonin ATPase assay, HTRF ADP detection, 30 min; activity change, % (test concentration not listed), hits read low; 0.3% of 360,000 active; AID 651819; in the data active = activity change below about -30%; also: % is scaled to controls: 0 for no effect and ±100 for the full control effect
#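 ATPase activity: ADP formed was measured by HTRF Transcreener (665/615 nm ratio) after 30 min at 37 deg C with 10 uM ATP. Compounds screened at one 76 uM concentration against 40 or 20 nM TRiC in Tris pH 7.4/KCl/MgCl2/DTT buffer.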
# IL2 activator – IL-2 activation | IL-2 activation reporter assay, cell-based qHTS; stimulated with anti-CD3/CD4/CD28 beads; in transgenic mouse T cells | activation, % (series mostly up to about 46 µM) | AID 652025 | 0.065% of 360,000 active; in the data active = activation above about 50%; inconclusive = mostly about 30% to 49%; also: 0% is about no effect
#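 Unstimulated transgenic mouse T cells preincubated 60 min with compound, then stimulated with anti-CD3/anti-CD4-coated beads plus anti-CD28 for 18 h at 37 degrees C. IL-2 response read as EGFP and DsRed fluorescence by plate cytometry.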
# PLK1 PBD inh – PLK1 (human) polo-box domain binding inhibition | 2.8% of 360,000 active | AID 720504 | Plk1 PBD binding of FITC phosphopeptide, fluorescence polarization | Potency, µM, inactives show max response, negative = inhibition, usual class: inhibitors; also: potency is read from the fitted curve at half-maximal effect; series mostly up to about 57 µM; % is scaled to controls: 0 for no effect and ±100 for the full control effect; nearly all actives have a fitted effect of over 65% in size
# Target sequence (P53350 whole entry, looked up, the tested form may be a part): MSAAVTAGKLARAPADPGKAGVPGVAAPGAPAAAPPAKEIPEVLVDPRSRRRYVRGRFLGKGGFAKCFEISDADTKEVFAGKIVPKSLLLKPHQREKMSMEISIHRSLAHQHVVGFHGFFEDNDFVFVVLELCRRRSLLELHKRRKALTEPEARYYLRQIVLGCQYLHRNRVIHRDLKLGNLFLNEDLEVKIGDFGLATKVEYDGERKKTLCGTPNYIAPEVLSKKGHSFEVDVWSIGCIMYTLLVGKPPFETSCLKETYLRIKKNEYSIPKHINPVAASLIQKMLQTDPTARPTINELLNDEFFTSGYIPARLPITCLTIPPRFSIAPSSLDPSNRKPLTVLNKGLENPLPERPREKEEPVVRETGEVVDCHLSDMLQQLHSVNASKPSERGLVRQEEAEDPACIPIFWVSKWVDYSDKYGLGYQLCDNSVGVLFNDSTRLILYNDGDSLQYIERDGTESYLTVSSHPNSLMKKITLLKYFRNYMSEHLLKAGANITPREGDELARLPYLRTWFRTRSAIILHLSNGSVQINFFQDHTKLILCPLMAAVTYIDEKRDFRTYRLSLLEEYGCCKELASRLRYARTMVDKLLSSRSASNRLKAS
# PI5P4Ka inh – PI5P4K alpha (human) kinase inhibition | P48426 | PI5P4Kalpha enzyme, ADP-Glo luminescence, 60 min; hits give low values | max response, % | 1.2% of 330,000 active; active = max response of -50% or lower; inconclusive = between -30% and -50%; inactive = -30% or higher; also: value at the top dose of about 77 µM; % is scaled to controls: 0 for no effect and ±100 for the full control effect
# Target sequence (P48426 whole entry, looked up): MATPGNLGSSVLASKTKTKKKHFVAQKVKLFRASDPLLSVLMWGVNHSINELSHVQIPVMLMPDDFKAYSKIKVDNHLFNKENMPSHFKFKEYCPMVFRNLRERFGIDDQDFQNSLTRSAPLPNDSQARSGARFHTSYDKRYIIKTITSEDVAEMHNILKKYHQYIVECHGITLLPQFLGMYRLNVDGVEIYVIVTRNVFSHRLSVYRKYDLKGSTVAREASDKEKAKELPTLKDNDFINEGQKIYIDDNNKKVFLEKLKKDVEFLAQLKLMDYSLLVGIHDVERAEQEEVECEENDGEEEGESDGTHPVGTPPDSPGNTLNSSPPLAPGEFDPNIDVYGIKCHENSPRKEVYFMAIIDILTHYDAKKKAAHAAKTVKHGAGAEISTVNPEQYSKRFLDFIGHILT
#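 PI5P4Kalpha ADP-Glo assay; 5 microM ATP final; 60 min RT reaction; HEPES pH 7.4/EGTA/CHAPS, 5% DMSO; controls lacking substrate or enzyme; luminescent end-point.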
# * marks the source's active call; other numbers are inactive results; ? = inconclusive; nt = not tested or not shown; [ ] = dose if it differs, or a comment. Unless noted, calls follow the shape of the dose curve; as a rule, active = well fitted curve in the direction sought with a large enough effect; inconclusive = small, poorly fitted or top-dose-only effect, or another doubt; inactive = no such curve, though single readings can be large; an effect the other way counts as inactive or inconclusive. An excerpt. The share of hits here may be higher or lower than overall.
# Order of results – CCT chaperon mod	EPAC2 agonist	IL2 activator	PI5P4Ka inh	EPAC1 antagonist	WRN helicase inh	PLK1 PBD inh	EPAC1 ag
> O=C(Nc1ccc(C(=O)NCCCN2CCN(c3ccccc3)CC2)cc1)C1=CSCCO1
    -2.1	4%	0.2	0	0%	8%	-9%	1%
> COc1ccc(C(=O)Nc2ccc(NC(=O)c3cccs3)c(OC)c2)cc1Cl
    -5.3	6%	0.4	6	0%	1%	7%	-6%
> COc1ccccc1NC(=O)CSc1nnnn1C1CCCC1
    -0.6	9%	0.3	4	16%	4%	-12%	8%
> CC(=O)c1sc2nc(-c3ccco3)ccc2c1N
    0.3	9%	-0.4	-61*	?	?	11µM*	9%
> C/C(=N/NC(=O)CNC(=O)C1COc2ccccc2O1)c1cccc(O)c1 (centres undefined)
    -3.8	4%	-0.2	-4	-6%	1%	-9%	9%
> C=CCc1cc(C(=O)N2CCCCC2)ccc1O
    -1.4	10%	1.9	nt	1%	13%	-2%	8%
> CC(C)(C)NC(=O)C(c1ccncc1)N(C(=O)c1csnn1)c1cccc2ccccc12 (centres undefined)
    0.1	8%	-0.1	-9	-17%	5%	-20%	-5%
> COC(=O)c1c(NC(=O)COC(=O)CNC(=O)c2ccco2)sc(C)c1C
    -1.4	2%	4.1	2	-1%	-21%[57.1 µM]	-11%	8%
> COc1ccc(O)c(CN2CC3CCC(CC3)C2)c1
    2.0	3%	-0.3	-2	-6%	-7%	-3%	-1%
> CCOCC(=O)Nc1nnc(Cc2ccc(OC)cc2)s1
    1.1	11%	-0.2	4	7%	1%	-21%	0%
> Nc1nc(-c2cccc(NS(=O)(=O)c3ccccc3)c2)cs1
    0.9	3%	-1.7	nt	-1%	-12%	?	10%
> CC1CCCC/C1=N\NC(=S)NCCc1ccccc1 (centres undefined)
    -0.5	21%	-0.9	3	-15%	-1%	-10%	5%
> COc1ccc(OCC(=O)Nc2ccc3oc(=O)ccc3c2)cc1
    -8.5	4%	-3.4	-16	-16%	-11%	-20%	-4%
> COc1ccc(/C=C/C(=O)c2cc(Br)ccc2OC(=O)c2ccco2)cc1OC
    0.6	2%	-2.4	2	-14%	-21%[57.1 µM]	-8%	5%
> O=C(O)c1ccc(-c2nnn(Cc3cccc(C(F)(F)F)c3)n2)cc1
    -1.6	9%	0.7	-52*	-6%	-5%	-5%	-12%
> COc1ccc(C(=O)/C=C/C(=O)N(CC(=O)NC2CCCCC2)Cc2cccs2)c(O)c1
    -1.0	-2%	-0.3	-18	4%	-9%	6.7µM*	14%
> Cc1nc2cc(NC(=O)NCCC3=CCCCC3)ccc2o1
    -0.4	10%	-2.7	nt	-5%	-3%[57.1 µM]	-9%	3%
> Cc1ncc(C[n+]2csc(CCOC(=O)CC34CC5CC(CC(C5)C3)C4)c2C)c(N)n1
    -1.4	7%	-4.7	-1	3%	11%	-12%	-7%
> COc1cc2c(cc1OC)C1=CC(=O)C(=O)N1C(C)(C)C2
    -0.3	-5%	-2.8	1	-14%	-16%	6%	-15%
> O=C(CN1C(=O)C2CCCCC2C1=O)N1CCN(c2ncccn2)CC1 (centres undefined)
    -1.8	9%	-0.1	5	-14%	-7%	-6%	5%
> CCN(CC)C(=O)CSc1nnc(NC(=O)CCc2ccccc2)s1
    -3.3	-11%	0.3	2	-6%	-10%[57.1 µM]	0%	-6%
> O=C(NC1CCCC1)C1CCC(=O)N1CCc1ccccc1 (centres undefined)
    -1.2	13%	3.8	nt	4%	-7%	-11%	6%
> CSc1nc2ccccc2c(=O)n1Cc1ccc(F)cc1
    -1.4	12%	-6.2	8	-7%	-19%	0%	-6%
> O=c1c2cc3c(=O)n(CC4CCCO4)c(=O)c3cc2c(=O)n1CC1CCCO1 (centres undefined)
    -6.0	-1%	-1.7	nt	7%	5%	-4%	-2%
> COc1ccc(OC2C(=O)N(Cc3ccc4c(c3)OCO4)C2c2sccc2C)cc1 (centres undefined)
    1.9	12%	-4.3	nt	10%	-19%	0%	18%
> CC(C)(C)c1ccc(-c2n[nH]c(=S)n2CCCN2CCOCC2)cc1
    1.7	-1%	0.0	2	14%	1%	-11%	-1%
> COCCCN1C(=O)C(=O)/C(=C(/O)c2ccc(C)cc2)C1c1ccccc1 (centres undefined)
    -1.5	8%	3.2	0	-7%	2%	-6%	19%
> CSCc1ccc(C(=O)NCCSc2ccc(Br)cc2)cc1
    -3.0	4%	-4.2	16	-9%	-28%	-24%	0%
> CC(=O)c1ccc(OCC(O)CN(C)CCOc2ccc(Br)cc2)cc1 (centres undefined)
    1.5	4%	-2.6	0	-12%	-2%	2%	-8%
> CCC1CCCCN1CCCNC(=O)c1ccc(CS(=O)(=O)c2ccc(Br)cc2)o1 (centres undefined)
    1.8	3%	0.3	-5	3%	5%	6%	-13%
> Cc1cccc(NC(=O)COC(=O)c2ccc(S(=O)(=O)N3CCCCCC3)cc2)c1
    -2.5	-4%	-3.8	-8	0%	14%	-11%	2%
> O=C(Nc1ccc2[nH]ncc2c1)C1CCC1
    -10	0%	0.1	1	-20%	-19%	0%	4%
> CN(C)c1ccnc(-n2cccc2/C=N/OCc2ccc(F)cc2Cl)c1C#N
    -2.0	19%	-0.3	3	-11%	-26%	-9%	16%
> C/C(=N\Nc1ccc(F)cc1F)c1ccc(N2CCOCC2)cc1
    0.5	13%	0.6	0	11%	-5%	-20%	5%
> CCCC(=O)N1CC(=O)Nc2ccc(F)cc2C1c1ccccc1 (centres undefined)
    -4.5	10%	-3.0	-4	-24%	-4%	-13%	-26%
> Cc1ccc(SCCN2CCN(CCc3ccccc3)CCC2=O)cc1
    -1.7	5%	-0.4	1	-29%	5%	-20%	-5%
> COc1ccc(NC(=O)CSCc2ccccc2C)cc1
    -0.2	1%	0.9	6	9%	-32%[57.1 µM]	-9%	-6%
> CCCn1c(Cc2ccccc2)nnc1SCC(=O)N1CCOCC1
    -0.1	-1%	2.4	-1	0%	1%	-3%	2%
> Oc1ccc(CNCC2COc3ccccc3O2)cc1 (centres undefined)
    0.2	9%	0.4	6	-8%	8%	-11%	9%
> CCNc1nc(NC(C)(C)C)nc(N(C#N)CC)n1
    0.7	6%	0.2	nt	-11%	-4%	0%	6%
> O=C(COc1ccc2ccc(=O)oc2c1)NC1CCCC1
    2.6	12%	-4.4	0	8%	5%	-23%	2%
> O=C(Cc1cc(C(F)(F)F)cc(C(F)(F)F)c1)Nc1c(-c2ccccc2)[nH][nH]c1=O
    nt	-13%	-0.3	9	10%	14%	-12%	-13%
> COc1cc(OC)cc(C(=O)NC(C(=O)NNC(=O)CN(C)S(=O)(=O)c2ccc(C)cc2)C(C)C)c1 (centres undefined)
    1.0	6%	-0.4	1	-2%	1%	-3%	14%
> Cc1sc2ncn3ncnc3c2c1C
    -0.7	10%	-1.2	-8	1%	3%	-6%	6%
> CCOC(=O)c1ccc(NC(=S)N2CCN(CCO)CC2)cc1
    -2.7	7%	-2.3	-3	-5%	5%	2%	-2%
> O=C(CC(c1ccccc1)C1CCCCC1=O)c1ccccc1 (centres undefined)
    -0.8	5%	-0.3	1	16%	5%	-1%	-13%
> Cc1ccc(C)c(NC(=O)COC(=O)c2ccc3ccccc3n2)c1
    0.8	-1%	-0.6	-2	-20%	7%	8%	11%
> CC(C)(C)C1CCC(OC(=O)CN2CCCCC2)CC1 (centres undefined)
    -0.9	0%	-3.3	3	-4%	-4%	-11%	0%
> COC(=O)c1ccc(COC(=O)CNC(=O)c2cccs2)cc1
    -1.0	0%	-5.1	0	-30%	-1%	-15%	-3%
> CCOc1cc(C=C(C(=O)OC)C(=O)OC)ccc1OCc1ccc([N+](=O)[O-])cc1
    2.2	12%	-0.6	10	-25%	-25%	-18%	-2%
> Cc1ccc(F)cc1C(=O)N1CCOCC1c1cc(C(=O)Nc2ccccc2)no1 (centres undefined)
    -1.0	10%	-0.2	-6	-21%	-3%	-2%	6%
> N/C(=N\OC(=O)c1ccc(Cl)cc1Cl)c1ccc(Cl)cc1
    2.3	11%	0.5	6	8%	-5%	1%	1%
> CCCCc1c(C)nn(-c2nnc3c4ccccc4n(CC)c3n2)c1C
    -1.2	-6%	-4.9	-8	-11%	-3%	-4%	-9%
> CCN(CC)C(=O)C1CCCN(Cc2nc(-c3cnccn3)no2)C1 (centres undefined)
    -0.2	-7%	-2.1	4	2%	-8%	-8%	0%
> O=C(/C=C/c1ccccc1)NNC(=O)c1cccs1
    1.1	4%	1.2	-8	-22%	1%	1%	-5%
> COc1cccc(CNC(=O)c2ccc(NC3=NC4CS(=O)(=O)CC4S3)cc2)c1 (centres undefined)
    0.4	3%	0.1	3	-3%	4%	-16%	4%
> O=C(NNC(=O)c1cccc(-n2cnnn2)c1)c1ccccc1
    0.6	1%	-2.6	-7	14%	-3%	-11%	3%
> COc1ccc(S(=O)(=O)N2CCCCC2C(=O)O)cc1OC (centres undefined)
    1.2	1%	1.6	1	-21%	-5%	1%	0%
> c1coc(CNc2c3c(nc4ncnn24)CCC3)c1
    1.5	-3%	-4.3	nt	5%	3%	-10%	1%
> O=C(NCCOc1ccc2ccccc2c1)c1cncc(Br)c1
    -2.9	4%	0.7	3	-20%	0%	-13%	-6%

# Other results
# Order of results – CCT chaperon mod	EPAC2 agonist	IL2 activator	PI5P4Ka inh	EPAC1 antagonist	WRN helicase inh	PLK1 PBD inh	EPAC1 ag
> CCN(C[C@H]1N[C@@](Cc2ccccc2)(C(=O)OC)[C@H]2C(=O)N(C)C(=O)[C@@H]12)S(=O)(=O)c1ccccc1
    3.0	15%	0.4	-1	-1%	-4%	0%	5%
> Cc1c(C(=O)Nc2ccc3c(c2)OCO3)sc2nc(-c3ccccc3)cn12
    -0.2	13%	-0.9	nt	5%	-15%	-4%	7%
> O=C(NN1C(=O)CSC1=S)c1cccnc1
    -2.8	10%	-3.5	-8	-8%	-19%	-8%	6%
> CCCCn1c2ccc(C)cc2c2nnc(SCCN3CCCCC3)nc21
    -0.8	3%	-2.5	-2	15%	-1%	-7%	-12%
> COc1ccc2c(C(F)(F)F)cc(=O)oc2c1C
    -1.3	-3%	0.9	4	?	12%	-15%	3%

# Ordered by value in EPAC1 antagonist (lowest first): 3 from the list above.
SMILES | EPAC1 antagonist
O=C(NN1C(=O)CSC1=S)c1cccnc1 | -8%
CCN(C[C@H]1N[C@@](Cc2ccccc2)(C(=O)OC)[C@H]2C(=O)N(C)C(=O)[C@@H]12)S(=O)(=O)c1ccccc1 | -1%
CCCCn1c2ccc(C)cc2c2nnc(SCCN3CCCCC3)nc21 | 15%
